Bioassay records: PubChem BioAssay, several laboratories
TCR-CD3 inh: inhibitors of human TCR-CD3 interaction; TAMRA-labeled TCR probe fluorescence, biochemical; 360,000 tested, 0.37% active; inhibition, % at 9.4 µM; in the data active = inhibition above about 19%;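 note: recombinant mutant TCR 2C K166C tagged with TAMRA read by polarization; 0% = receptor in buffer alone and 100% = receptor with positive control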
UHRF1 MBD2 ctr: blocks human UHRF1 binding to methylated DNA; UHRF1 binding to methylated oligo, TR-FRET; Q96T88; inhibition, % at 4.4 µM; 370,000 tested, 0.75% active; in the data active = inhibition above about 21%;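 note: UHRF1 SRA domain binding a hemimethylated CpG hairpin DNA probe; 0% = median of test compound wells and 100% = reference inhibitor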
SIAE inh: inhibitors of human sialic acid acetylesterase SIAE | Q9HAT2 | SIAE FP-Rh probe binding, fluorescence polarization | inhibition, % at 9.66 µM | 370,000 tested, 0.69% active | AID 1053197;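 active = inhibition above a cutoff: mean of compounds within the control limits plus 3 SD of those, cut at about 17% in these data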;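 note: 0% = plate median of compound wells and 100% = probe without SIAE protein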
Target sequence (Q9HAT2 whole entry, looked up): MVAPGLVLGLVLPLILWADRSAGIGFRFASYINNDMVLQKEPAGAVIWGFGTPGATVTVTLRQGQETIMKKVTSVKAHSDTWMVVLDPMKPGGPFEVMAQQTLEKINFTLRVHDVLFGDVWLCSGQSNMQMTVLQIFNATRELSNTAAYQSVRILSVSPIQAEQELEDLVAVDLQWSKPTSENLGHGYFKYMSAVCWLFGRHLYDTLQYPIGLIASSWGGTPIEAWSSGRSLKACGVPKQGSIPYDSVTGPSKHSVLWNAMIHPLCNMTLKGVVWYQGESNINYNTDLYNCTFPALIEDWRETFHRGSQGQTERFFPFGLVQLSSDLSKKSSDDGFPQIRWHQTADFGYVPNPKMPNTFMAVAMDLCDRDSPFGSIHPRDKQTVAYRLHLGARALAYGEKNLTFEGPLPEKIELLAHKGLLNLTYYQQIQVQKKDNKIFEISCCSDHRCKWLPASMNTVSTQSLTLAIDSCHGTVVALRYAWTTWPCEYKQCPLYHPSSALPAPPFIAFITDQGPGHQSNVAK
MBD2 inh: MBD2-methylated oligo binding inhibition; TR-FRET, MBD2 binding to methylated oligonucleotide; inhibition, % at 4.4 µM; 370,000 tested, 0.31% active; AID 686964; in the data active = inhibition above about 13%
ABHD4 inh: ABHD4 (mouse) inhibition, primary FP screen. Q8VD66. AID 720543. purified mABHD4, FP-Rh probe fluorescence polarization. inhibition, % at 8.92 µM. 370,000 tested, 0.54% active;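 active = inhibition exceeding the mean over every tested compound plus 3 SD, cut at about 30% in these data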;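 note: 0% = plate median of compound wells and 100% = S159A mutant with DMSO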
Target sequence (Q8VD66 whole entry, looked up): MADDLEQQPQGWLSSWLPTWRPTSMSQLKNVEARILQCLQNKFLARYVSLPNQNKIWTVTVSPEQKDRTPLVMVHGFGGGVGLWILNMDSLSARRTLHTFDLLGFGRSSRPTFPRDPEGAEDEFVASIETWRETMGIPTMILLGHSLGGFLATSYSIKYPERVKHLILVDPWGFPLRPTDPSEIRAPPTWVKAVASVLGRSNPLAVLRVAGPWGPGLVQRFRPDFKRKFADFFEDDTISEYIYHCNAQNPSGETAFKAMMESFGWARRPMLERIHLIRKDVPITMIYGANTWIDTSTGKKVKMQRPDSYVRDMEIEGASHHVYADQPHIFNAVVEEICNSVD
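Doses – 8.92 µM, single dose · Material – wild-type mouse ABHD4 protein · Replication – single well per compound (singlicate) · Measure – percent inhibition of probe binding, normalized to plate controls · Schedule – 45 min compound pre-incubation plus 60 min probe step, 25 °C · Detection – fluorescence polarization with parallel and perpendicular emission, 525/598 nm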
GC-A act: GC-A (human) enzyme activation; 370,000 tested, 0.14% active; P16066; activation, % at 10 µM; AID 1671463; HEK293 GC-A cells, cGMP TR-FRET, EC30 ANP; 0% at EC30 ANP, 100% saturating ANP; in the data active = activation above about 40%
HTRA1 inh: inhibitors of human serine peptidase HTRA1; inhibition, % at 5.96 µM; 340,000 tested, 0.5% active; recombinant HTRA1, FP-rhodamine activity-based probe, fluorescence polarization; in the data active = inhibition above about 36%;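 note: 0% = enzyme with DMSO and 100% = wells lacking enzyme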
NPR2 activator: GC-B (human) receptor activation; P20594; HEK293-GC-B cells, CNP EC30, cGMP TR-FRET; 0% at EC30 CNP, 100% saturating CNP; activation, % at 10 µM; 370,000 tested, 0.11% active; AID 1920062;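 active = activation at 10 µM reaching about 35% in either raw or pattern-adjusted values, limit read from the data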
rCAG binder: r(CAG) repeat RNA binding; TO-PRO-1 dye displacement fluorescence; inhibition, % at 3 µM; 370,000 tested, 1.3% active; AID 651821;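 active = inhibition above the plate cutoff, the mean of all test compounds on that plate plus 3 SD, cut at about 35% in these data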;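 note: 0% = DMSO alone and 100% = 100 µM mitoxantrone as full dye displacement; higher means more dye released from RNA so lower well fluorescence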
PRMT1 inh: blocks human protein arginine methyltransferase 1. Q99873. recombinant PRMT1, activity-based probe fluorescence polarization. inhibition, % at 2.79 µM. 370,000 tested, 1.3% active. AID 652257;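 active = inhibition above about 21% made by adding two undisclosed values, limit read from the data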
Numbers without * were called inactive; / = no result given. An excerpt (hit frequency here may not be typical).

Order of values: TCR-CD3 inh	UHRF1 MBD2 ctr	SIAE inh	MBD2 inh	ABHD4 inh	GC-A act	HTRA1 inh	NPR2 activator	rCAG binder	PRMT1 inh
1	O=C(NC1CCN(Cc2ccc3ccccc3c2)CC1)c1ccccc1
  6	4	-5	5	-2	-13	6	-3	-4	3
2	Cc1ccc(S(=O)(=O)N2[C@@H](c3ccc(C(C)(C)C)cc3)C(C(=O)O)=CC[C@H]2c2ccc(Cl)cc2)cc1
  -10	2	/	3	22	-9	-134	-2	89*	4
3	CC(Oc1ccccc1)C(=O)Nc1nc(-c2ccccn2)cs1 (stereo not given)
  1	-3	-7	1	-1	6	1	6	2	0
4	CCOC(=O)NC(=O)/C(C#N)=N/Nc1c(F)cccc1F
  7	1	2	-2	6	-2	-2	2	3	-2
5	Cc1cc2cc(OCc3ccccc3)ccc2n1C
  0	3	12	4	-3	8	-1	1	-2	-3
6	CCc1nc2sc3c(c2c(=S)[nH]1)CC(C)(C)OC3
  -1	-2	0	-3	4	1	-1	1	0	-2
7	O=[N+]([O-])c1cc(/C=N\O)ccc1Oc1ccc(F)cc1
  6	-1	3	-2	-6	-2	-9	3	0	-2
8	O=S(=O)(NC1=NCCC1)c1cccc(NC(=S)Nc2ccc(OC(F)F)cc2)c1
  -2	-1	0	3	-3	0	8	1	3	-2
9	COCCn1c(SCC(=O)NC2CCCC2)nc2cccnc21
  3	-2	8	-3	1	0	-5	3	-1	-3
10	CC1Sc2ccc(S(=O)(=O)N3CCN(c4ccccc4)CC3)cc2NC1=O (stereo not given)
  3	0	4	1	11	-20	-1	-2	-1	2

Order of values: TCR-CD3 inh	UHRF1 MBD2 ctr	SIAE inh	MBD2 inh	ABHD4 inh	GC-A act	HTRA1 inh	NPR2 activator	rCAG binder	PRMT1 inh
11	COc1ccc2cc(CCNS(=O)(=O)c3c(C)cc(C)cc3C)c(=O)[nH]c2c1
  2	-1	-2	-5	0	2	-7	2	-3	-1
12	Cc1ccccc1NC(=O)CN1CCN(c2nc(-c3ccccc3)cs2)CC1
  /	1	-1	1	-1	0	/	3	5	-6
13	CCOC(=O)c1sc(=S)n(-c2ccccc2)c1N(C(C)=O)C(C)=O
  3	2	-2	0	1	2	-7	2	0	1
14	O=c1oc2cc(OCc3ccc(C(F)(F)F)cc3)ccc2cc1-c1ccccn1
  11	0	3	-5	-3	6	-3	-2	0	-1
15	O=C(COC(=O)CCC(=O)c1ccc(F)cc1)NCc1ccco1
  -3	0	-6	4	-1	1	-13	3	0	-2
16	Fc1cccc(Cl)c1Cn1nnc2c(NCc3ccncc3)ncnc21
  5	-2	-4	-3	-2	6	-4	11	0	-1
17	O=C(CSc1nc2ccc([N+](=O)[O-])cc2s1)NC1CCS(=O)(=O)C1 (stereo not given)
  4	-6	2	-3	12	1	1	-1	3	-1
18	COc1ccc(CN2C(=O)C(CC(=O)NCCCCc3ccccc3)CC(C(=O)N3CCCCCC3)=C2C)cc1 (stereo not given)
  1	-1	-3	0	-1	-5	/	-1	2	0
19	CCNC(=O)COC(=O)/C=C/c1cccc(F)c1
  1	1	-3	1	-3	6	2	-1	-1	-5
20	CC(C)c1nc(SCC(=O)Nc2ccc(C(=O)O)cc2)c2c3c(sc2n1)CCCC3
  7	-2	-7	4	-9	-2	-6	-1	4	-2

Order of values: TCR-CD3 inh	UHRF1 MBD2 ctr	SIAE inh	MBD2 inh	ABHD4 inh	GC-A act	HTRA1 inh	NPR2 activator	rCAG binder	PRMT1 inh
21	COc1cccc(NC(=O)Nc2ccc3nsnc3c2)c1
  -6	1	-13	-4	-34	1	-31	-7	12	0
22	Cc1occc1C(=O)NCc1ccc(C(=O)O)o1
  5	6	-2	-1	-3	0	1	5	2	0
23	COc1cc(Cl)ccc1NC(=O)COc1ccccc1C(=O)N1CCN(c2ccc(O)cc2)CC1
  2	2	2	2	13	-2	4	-1	13	15
24	O=C(OC12CCCN(C1)/C(=C/c1cccc(Cl)c1)C2)c1ccno1 (stereo not given)
  /	1	1	1	0	4	/	-2	3	-5
25	COc1ccc(CCNCc2c(OC)ccc3ccccc23)cc1OC
  -4	-1	-2	0	-1	-40	-1	-9	3	-1
26	CCOC(=O)c1[nH]c2ccccc2c1NC(=O)c1ccco1
  3	-1	0	-2	1	3	-5	0	-4	2
27	CCCC(=O)Nc1nc(-c2ccc(OC)cc2)cs1
  -1	-1	-2	2	-2	5	1	-7	-2	-4
28	O=C(/C=C/c1ccco1)N1CCN(S(=O)(=O)c2ccccc2)CC1
  10	15	-5	5	5	-2	-5	0	12	20
29	O=C(NCCc1ccccc1)/C(=C\c1ccccc1)NC(=O)c1ccco1
  -3	9	-4	-3	2	-1	0	-5	-2	5
30	CC(=O)c1cnc(-c2ccccc2Cl)s1
  12	-2	-4	-1	5	1	2	-2	-4	-2

Order of values: TCR-CD3 inh	UHRF1 MBD2 ctr	SIAE inh	MBD2 inh	ABHD4 inh	GC-A act	HTRA1 inh	NPR2 activator	rCAG binder	PRMT1 inh
31	O=C(C1CCN(S(=O)(=O)c2cnc[nH]2)CC1)N1CCN(c2ccc([N+](=O)[O-])cc2)CC1
  3	-4	15	-4	-4	4	2	8	4	-1
32	Oc1ccc(CCC2CCCCN2Cc2nc(C3CC3)no2)cc1 (stereo not given)
  2	2	3	-5	2	-12	2	-8	-9	-3
33	CC1=C(C(=O)N2CCCCCC2)CC(CC(=O)NCCN2CCOCC2)C(=O)N1Cc1ccc(F)cc1 (stereo not given)
  0	0	-4	5	8	2	/	-2	3	0
34	CC1=NN(C(=O)c2ccc(Cn3cc([N+](=O)[O-])cn3)cc2)C(O)(C(F)(F)F)C1 (stereo not given)
  8	-2	0	-4	-3	1	1	4	-1	0
35	O=[N+]([O-])c1ccccc1SNc1ccccn1
  0	4	-5	3	1	0	-1	5	1	1
36	O=C(CN1CCN(C2CCCCC2)CC1)NCCC1=CCCCC1
  -7	9	-6	7	24	0	4	-1	-7	5
37	Cc1ccc(CN(C)C[C@@H]2OCc3cnnn3CCCC(=O)N([C@H](C)CO)C[C@H]2C)cc1
  -7	3	2	4	-4	2	-2	-3	-1	3
38	C[C@@H](NC(=O)[C@@H]1CCCN1C(=O)[C@@H]1CCCN1C(=O)c1cccs1)c1ccccc1
  -5	0	-1	-2	3	0	/	4	0	1
39	COc1ccc(Cc2nnn(CC(=O)O)n2)cc1
  8	0	3	-1	-2	0	5	-1	-1	-1
40	Cc1ccc2c(C(=O)CN3CCOCC3)c(C)[nH]c2c1
  -7	2	0	3	0	-3	8	2	-1	3

Order of values: TCR-CD3 inh	UHRF1 MBD2 ctr	SIAE inh	MBD2 inh	ABHD4 inh	GC-A act	HTRA1 inh	NPR2 activator	rCAG binder	PRMT1 inh
41	O=C(c1ccccc1)N1CCN(C(=O)c2ccccc2)CC1
  4	3	5	0	2	3	3	7	2	1
42	COc1ccc(NC(=O)NCc2ccccn2)c(OC)c1
  3	1	-2	-2	3	3	-4	-4	-1	1
43	O=C(Nc1ncnc2sc3c(c12)CCCC3)c1ccncc1
  -1	-1	7	-1	-1	-3	-4	2	-3	-4
44	CCCN(Cc1ccccc1)C(=S)NC(=O)c1ccccc1[N+](=O)[O-]
  6	-2	5	-2	-1	1	-1	3	5	-1
45	CCCn1c(C)cc(=O)c2cc(NC(=O)c3cnccn3)ccc21
  7	3	-15	0	-19	6	-5	6	-3	0
46	O=C(NCc1ccc(F)cc1)C(=O)NCC1CCCN1S(=O)(=O)c1ccccc1 (stereo not given)
  -1	1	5	-3	-2	-1	-8	-5	-1	-5
47	CN(C(=O)c1cccc(C#N)c1)c1nnc(-c2ccncc2)s1
  5	3	4	-1	1	-2	-4	-2	-2	1
48	Cc1ccc(NC(=O)COC(=O)/C=C/c2c(C)nn(-c3ccc(F)cc3)c2Cl)cc1F
  2	2	-1	4	11	-3	-2	-1	1	-1
49	CNC(=S)NN=C(C)c1ccc(OC)cc1O
  17	0	4	-6	7	-3	15	1	4	-2
50	COc1ccc(-c2csc3nc(C(C)(C)C)oc(=O)c23)cc1OC
  -6	4	-2	-3	1	1	-5	9	7	-1

Order of values: TCR-CD3 inh	UHRF1 MBD2 ctr	SIAE inh	MBD2 inh	ABHD4 inh	GC-A act	HTRA1 inh	NPR2 activator	rCAG binder	PRMT1 inh
51	O=C(CCNC(=O)C1CCN(S(=O)(=O)c2ccc(F)cc2)CC1)NCc1cccc(Cl)c1
  -1	3	3	0	-10	-4	-2	-1	-2	8
52	CCn1c(C)nnc1SCC(=O)Nc1cccc(Cl)c1
  5	0	-5	1	0	-1	5	-2	-1	-3
53	Cc1ccc(NC(=O)CN(C)C(=O)c2cccc(S(=O)(=O)N3CCCC3)c2)cc1
  -3	0	1	-2	2	0	5	1	3	1
54	O=C(NCCOc1ccccc1)C1CCCCC1
  -6	1	-7	2	4	-1	5	1	-5	2
55	COc1cc(-c2nnc(-c3cccnc3)o2)cc(OC)c1OC
  11	-1	-3	0	2	-6	0	-5	-2	4
56	COC(=O)c1c(C)[nH]c(C(=O)CN(C)CC(=O)Nc2cccc(F)c2)c1C
  4	1	-6	-4	-4	1	-6	-2	0	-3
57	O=C(/C=C/c1ccc2ccccc2c1)c1ccoc1
  -4	-7	-15	20*	-1	-6	-22	0	14	0
58	CC(C)Oc1ccc(CNC(=O)c2ccc3c(c2)N(C)CCS3)cc1
  10	-1	12	-4	6	3	-4	-1	3	5
59	OCC[C@@H]1C[C@@H](O)[C@H](O)[C@@]2(CCc3ccccc3O2)O1
  0	1	4	-3	3	0	0	-2	-1	0

Some of the entries so far, in transposed form.
[57] O=C(/C=C/c1ccc2ccccc2c1)c1ccoc1
[58] CC(C)Oc1ccc(CNC(=O)c2ccc3c(c2)N(C)CCS3)cc1
[59] OCC[C@@H]1C[C@@H](O)[C@H](O)[C@@]2(CCc3ccccc3O2)O1

Screen / compound no.,57,58,59
TCR-CD3 inh,-4,10,0
UHRF1 MBD2 ctr,-7,-1,1
SIAE inh,-15,12,4
MBD2 inh,20*,-4,-3
ABHD4 inh,-1,6,3
GC-A act,-6,3,0
HTRA1 inh,-22,-4,0
NPR2 activator,0,-1,-2
rCAG binder,14,3,-1
PRMT1 inh,0,5,0

4 entries already listed, arranged by formula weight, ascending:
Order of values: TCR-CD3 inh	UHRF1 MBD2 ctr	SIAE inh	MBD2 inh	ABHD4 inh	GC-A act	HTRA1 inh	NPR2 activator	rCAG binder	PRMT1 inh
52	CCn1c(C)nnc1SCC(=O)Nc1cccc(Cl)c1
  5	0	-5	1	0	-1	5	-2	-1	-3
55	COc1cc(-c2nnc(-c3cccnc3)o2)cc(OC)c1OC
  11	-1	-3	0	2	-6	0	-5	-2	4
53	Cc1ccc(NC(=O)CN(C)C(=O)c2cccc(S(=O)(=O)N3CCCC3)c2)cc1
  -3	0	1	-2	2	0	5	1	3	1
51	O=C(CCNC(=O)C1CCN(S(=O)(=O)c2ccc(F)cc2)CC1)NCc1cccc(Cl)c1
  -1	3	3	0	-10	-4	-2	-1	-2	8
